tim23-1 inh = growth inhibitors of tim23-1 mutant yeast, primary screen, luminescence, uHTS. inhibition, % at 20 µM. actives 1.3% (n = 330,000). S. cerevisiae tim23-1 growth, BacTiter-Glo luminescence, 24 h;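 active = growth inhibition of the mutant yeast at or above 50%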;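 also: temperature-sensitive mutant grown at 25 °C; plate controls were DMSO-treated mutant yeast for no effect and medium wells lacking yeast for full effect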
UPR CHOP act = activators of apoptotic CHOP UPR arm, primary screen, cell-based, CHO-CHOP luciferase reporter, luminescence, uHTS; actives 0.34% (n = 330,000); activation, % at 10 µM; UPR activation; percent of tunicamycin response over DMSO baseline; AID 449763, 2010;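 active = at 10 µM dose, activation of 40% or more, normalized to positive control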;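 also: 100% = tunicamycin at 10 µg/mL and 0% = DMSO alone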
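Assay system: CHO-CHOP cells, stable luciferase reporter of PERK-eIF2a-CHOP signalling / Buffer or medium: F12 plus 10% serum / Compound dosing: one dose, 10 µM in 0.5% DMSO / Times: 6 h compound treatment, 37 °C / Technique: luciferase luminescence / Read-out: % reporter activation, DMSO baseline versus tunicamycin full activation / Benchmarks: tunicamycin and DMSO controls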
TIM10 inh = growth inhibitors of isogenic TIM10 control yeast, primary screen, counter-screen for tim10-1 yeast inhibitor project, luminescence, uHTS. S. cerevisiae TIM10 strain growth, BacTiter-Glo luminescence, 24 h. AID 463195, 2010. inhibition, % at 10 µM. actives 1.4% (n = 330,000);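 active = inhibition of 40% or more at the single tested concentration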;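 also: wild-type TIM10 isogenic control strain grown at permissive 25 °C; 0% = DMSO yeast wells and 100% = minimal medium wells without yeast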
Mdm2 MdmX PPI = inhibitors of human Mdm2-MdmX association, primary screen, cell-based, luminescence, split luciferase, SaOS-2, uHTS | AID 485346, 2010 | actives 3% (n = 330,000) | SaOS-2 split-luciferase Mdm2/MdmX complementation | inhibition, % at 8 µM;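 active = inhibition of at least 50% at 8 µM in the primary screen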
Target sequence (O15151 whole entry, looked up): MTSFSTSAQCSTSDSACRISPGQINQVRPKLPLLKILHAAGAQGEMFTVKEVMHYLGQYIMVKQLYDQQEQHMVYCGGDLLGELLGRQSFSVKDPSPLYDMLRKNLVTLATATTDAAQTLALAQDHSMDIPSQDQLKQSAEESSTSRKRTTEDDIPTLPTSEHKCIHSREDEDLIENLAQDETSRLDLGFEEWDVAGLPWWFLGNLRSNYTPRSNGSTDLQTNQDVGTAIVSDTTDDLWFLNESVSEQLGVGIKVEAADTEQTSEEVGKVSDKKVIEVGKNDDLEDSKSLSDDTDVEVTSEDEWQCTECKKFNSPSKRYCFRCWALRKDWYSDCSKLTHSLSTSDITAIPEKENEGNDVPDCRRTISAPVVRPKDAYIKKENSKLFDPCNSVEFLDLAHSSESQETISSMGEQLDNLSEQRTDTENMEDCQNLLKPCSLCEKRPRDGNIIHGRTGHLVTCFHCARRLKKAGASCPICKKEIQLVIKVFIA
Target sequence (Q00987 whole entry, looked up): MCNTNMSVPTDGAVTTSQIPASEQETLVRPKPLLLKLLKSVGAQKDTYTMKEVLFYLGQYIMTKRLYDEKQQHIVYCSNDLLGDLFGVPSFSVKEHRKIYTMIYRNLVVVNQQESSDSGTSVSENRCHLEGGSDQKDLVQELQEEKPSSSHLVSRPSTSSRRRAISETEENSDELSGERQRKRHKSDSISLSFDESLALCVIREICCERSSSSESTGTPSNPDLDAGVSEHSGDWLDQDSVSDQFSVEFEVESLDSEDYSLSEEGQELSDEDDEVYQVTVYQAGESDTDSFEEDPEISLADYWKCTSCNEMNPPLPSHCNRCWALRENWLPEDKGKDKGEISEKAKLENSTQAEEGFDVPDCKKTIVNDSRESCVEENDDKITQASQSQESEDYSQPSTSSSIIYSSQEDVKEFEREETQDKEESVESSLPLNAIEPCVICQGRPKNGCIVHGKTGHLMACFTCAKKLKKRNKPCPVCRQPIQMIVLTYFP
697 NFkB inh = inhibitors of PMA/ionomycin-induced NF-kB reporter, 697 cells, primary screen, B-cell NF-kB inhibitor project, cell-based, luminescence, uHTS; 697 B-cell NF-kB luciferase reporter, 16 h; inhibition, % at 4 µM; actives 0.33% (n = 330,000); AID 435022, 2010; in the data active = inhibition above about 35%
tim10-1 inh = growth inhibitors of tim10-1 mutant yeast, primary screen, luminescence, uHTS; actives 2.2% (n = 330,000); inhibition, % at 20 µM; AID 463190, 2010; S. cerevisiae tim10-1 ts strain growth, BacTiter-Glo, 24 h;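 active = inhibition of at least 40%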;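 also: mutant grown at 25 °C; 0% = DMSO wells with yeast and 100% = wells holding no yeast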
Jurkat NFkB inh = inhibitors of induced NF-kB luciferase reporter, primary screen, TCR NF-kB activation inhibitor project, cell-based, luminescence, uHTS. Jurkat, PMA/ionomycin-induced NF-kB luciferase reporter. inhibition, % at 4 µM. actives 0.53% (n = 330,000); in the data active = inhibition above about 50%
XBP1 UPR activ = activators of adaptive XBP1 UPR arm, primary screen, cell-based, CHO-XBP1 luciferase reporter, luminescence, uHTS; IRE1-XBP1 UPR activation; percent of tunicamycin response, DMSO as zero; activation, % at 20 µM; actives 0.33% (n = 330,000);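 active = versus positive control, 20 µM dose yields 30% or more activation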;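 also: 100% = tunicamycin at 10 µg/mL and 0% = DMSO only wells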
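Material: CHO cell line with stable XBP1 luciferase reporter; schedule: 16-18 h cell attachment at 37 °C, then 6 h compound exposure; signal: glow luminescence from Steady-Glo reagent; medium: serum-containing F12 medium, 10% FBS; benchmarks: tunicamycin 10 µg/mL and vehicle-only wells; read-out: percent activation relative to tunicamycin reference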
An asterisk follows results filed as active.

SMILES	tim23-1 inh	UPR CHOP act	TIM10 inh	Mdm2 MdmX PPI	697 NFkB inh	tim10-1 inh	Jurkat NFkB inh	XBP1 UPR activ
COc1ccc(C(C)=O)cc1CSc1nnc(-c2ccncc2)n1C	3	-2.2	-6	-10	12	9	2	-3
CC(C)CNC(=O)CCCc1c[nH]c2ccccc12	6	2.6	4	25	-21	8	-7	-2
O=C(Nc1ccc(Cl)cc1)c1csc(-c2ccncc2)n1	16	2.0	11	-3	18	12	-19	-1
CC(C)CCNC(=O)NC(=O)COC(=O)CCN=C1NS(=O)(=O)c2ccccc21	10	-1.4	-4	2	18	2	-5	-2
CC(C)(C)OC(=O)NC(Cc1ccccc1)C(=O)N1CCC(C(=O)NCC(=O)Nc2ccc(F)cc2)CC1 (centres undefined)	11	1.6	-4	6	-1	20	13	-5
Cn1cccc1Cc1nnc(SCC(=O)NC2CCCCC2)n1CCc1ccccc1	10	-0.1	15	10	17	18	5	-2
O=C(COc1ccc2ccccc2c1)NCC(=O)N/N=C/c1ccco1	-7	-1.3	6	-6	23	8	4	1
O=C(CCN1C(=O)c2ccccc2C1=O)Nc1sc2c(c1C(=O)NCC1CCCO1)CCC2 (centres undefined)	18	-2.2	0	-13	-22	22	-12	-1
CCC1c2ccc(C)n2CCN1C(=O)Nc1ccc(F)cc1 (centres undefined)	10	2.4	8	-1	16	13	-4	1
COc1cc(/C=C/C(=O)O)ccc1OS(=O)(=O)c1cc(Br)ccc1C	12	-1.4	7	2	-3	3	-2	-2
COc1ccccc1N1CCN(CCN(C(=O)C2CCCCC2)c2ccccn2)CC1	25	-2.1	10	8	-7	13	9	-7
CCOc1ccc(N(C)S(=O)(=O)c2ccc(C)c(C(=O)N3CCN(Cc4ccc5c(c4)OCO5)CC3)c2)cc1	15	1.1	2	33	17	2	21	0
Cc1c(NC(=S)N/N=C/C=C/c2ccc([N+](=O)[O-])cc2)c(=O)n(-c2ccccc2)n1C	2	1.2	17	13	1	19	2	-4
COc1cc(C2=Nc3c(c(C)nn3-c3ccccc3)P(=O)(N3CCOCC3)O2)cc(OC)c1OC (centres undefined)	-3	1.6	-3	-15	-13	-5	3	0
CCc1nnc(NC(=O)CSc2nnc(Cc3ccccc3)n2-c2ccccc2)s1	10	1.4	16	5	-4	15	-5	-1
CCOc1ccccc1CN1CCN(C/C=C/c2ccc(OC)cc2)CC1CCO (centres undefined)	17	-2.5	2	26	10	-6	-2	0
O=C(NCCC(=O)N1CCN(c2cccc(Cl)c2)CC1)c1ccc(Br)cc1	42	-2.2	0	15	1	-15	-8	-4
O=C(NCC1CCCO1)c1cc(Br)c(Br)s1 (centres undefined)	8	1.3	-4	-1	8	2	10	-3
CCOc1ccc(NC(=O)C2CCCN(S(=O)(=O)c3ccc4[nH]c(=O)ccc4c3)C2)cc1 (centres undefined)	-9	-0.8	-14	19	14	8	14	-3
CCCCn1c(=O)c(F)cn(Cc2ccc(OC)c([N+](=O)[O-])c2)c1=O	-16	0.2	-13	6	13	-5	-9	-1
Cc1nnc(SCC(=O)NCc2ccco2)n1Cc1ccccc1	6	-1.8	-12	14	-6	11	0	2
Cc1sc(-n2c(C)cc(/C=C3\SC(=S)NC3=O)c2C)c(C#N)c1C	30	3.1	18	17	-4	20	4	0
O=C(O)c1ccc(NS(=O)(=O)c2cccc(C(=O)Nc3cccc(C(=O)O)c3)c2)cc1	4	-2.9	7	13	0	5	-5	-2
CC(Cc1ccco1)NC(=O)c1cccc(S(=O)(=O)N(C)C)c1 (centres undefined)	6	1.5	16	8	-35	1	-29	5
COc1cc(C2NC(=S)NC3=C2CCc2ccccc23)cc(OC)c1OC (centres undefined)	3	0.3	15	20	18	18	1	-1

One compound at a time (already shown):
O=C(CCN1C(=O)c2ccccc2C1=O)Nc1sc2c(c1C(=O)NCC1CCCO1)CCC2 (centres undefined) reads tim23-1 inh = 18; UPR CHOP act = -2.2; TIM10 inh = 0; Mdm2 MdmX PPI = -13; 697 NFkB inh = -22; tim10-1 inh = 22; Jurkat NFkB inh = -12; XBP1 UPR activ = -1
CCC1c2ccc(C)n2CCN1C(=O)Nc1ccc(F)cc1 (centres undefined) reads tim23-1 inh = 10; UPR CHOP act = 2.4; TIM10 inh = 8; Mdm2 MdmX PPI = -1; 697 NFkB inh = 16; tim10-1 inh = 13; Jurkat NFkB inh = -4; XBP1 UPR activ = 1

More structures:
SMILES	tim23-1 inh	UPR CHOP act	TIM10 inh	Mdm2 MdmX PPI	697 NFkB inh	tim10-1 inh	Jurkat NFkB inh	XBP1 UPR activ
O=S(=O)(NCc1ccccc1F)NCc1ccccc1F	4	-0.4	-2	17	2	-2	4	-3
O=C(O)c1ccccc1C(=O)N1CCN(Cc2ccc3c(c2)OCO3)CC1	10	1.2	-5	-8	4	14	-14	1
COc1ccc(C(=O)Oc2ccc3c(c2)OCO3)cc1OC	17	2.2	11	-3	5	42*	-1	-3
O=C1N=C(N2C=CC(=C3C=CNC=C3)C=C2)/C(=C/N=NC(=O)c2ccccc2)S1	12	-1.9	14	20	15	-9	11	0
CCn1nc(NC(=O)c2ccncc2)c2cc3cc(C)ccc3nc21	26	1.0	1	-11	-26	29	-8	13
CCOC(=O)C1=C(CN2CCN(C(=O)c3ccco3)CC2)NC(=O)NC1c1ccc(C)cc1 (centres undefined)	11	-0.1	-9	21	-3	20	-6	-4
CC(=O)NCCNC(=O)CNC(=O)c1ccc(Cl)cc1	-7	-0.5	-8	13	-5	5	-5	-2
O=C(COC(=O)C1=COCCO1)Nc1cccc(S(=O)(=O)N2CCOCC2)c1	7	1.3	0	8	8	-4	16	-2
CCCCn1c(CCNC(=O)c2ccco2)nc2ccccc21	7	-0.6	2	16	13	11	14	-4
CC(NCc1cccc(OCc2ccccc2)c1)C(O)c1ccccc1 (centres undefined)	-11	1.9	-20	20	16	-20	5	-2
O=C(NCc1ccc(C(F)(F)F)cc1)C1CC(c2ccccc2[N+](=O)[O-])=NO1 (centres undefined)	14	2.4	7	13	9	4	10	0
C[C@H](CO)N1C[C@H](C)[C@@H](CN(C)Cc2ccc(C(=O)O)cc2)Oc2c(NS(=O)(=O)c3cn(C)cn3)cccc2C1=O	-12	-0.3	-5	17	19	-5	-2	1
Cc1cc(NC(=O)COc2ccc(C(C)(C)C)cc2)no1	6	3.1	-8	-1	8	-21	-22	-3
C/C(=N\NC(=O)CSc1ncccn1)c1ccc2c(c1)OCCO2	53*	-0.9	-15	22	3	-1	-19	3
CCc1cc(C(=O)NC2CCCN(Cc3ccccc3F)C2)n(C)n1 (centres undefined)	8	2.0	-6	24	-32	6	30	-9
Cc1ccc(COC(=O)CCCN=C2NS(=O)(=O)c3ccccc32)cc1	9	0.0	4	22	12	9	11	-2
COC(=O)c1ccc(/C=C2/SC(=S)N(CCCC(=O)Nc3ccccn3)C2=O)cc1	-18	-6.8	-2	75*	-11	14	-8	-5
O=C(NC1Cc2ccccc2C1)c1cc(COc2ccc(F)cc2Cl)on1	6	-2.8	1	-13	16	17	4	0
O=C(C[C@@H]1C/C=C\CCC(=O)OC[C@H](Cc2ccccc2)NC1=O)N[C@@H](CO)Cc1ccccc1	10	0.8	-2	27	4	4	-6	-2
O=C(CSc1nnc(CSc2nc3ccccc3s2)o1)NC1CCCCC1	1	0.3	-1	12	2	13	-3	-1
CCCc1ccc(-c2cc(N)n[nH]2)cc1	11	-1.0	14	-7	12	21	-20	1
O=C(NC1CCCC1)c1cc2nc(-c3ccccc3)cc(-c3ccccc3)n2n1	-5	0.6	32	55*	28	9	2	1
Cc1noc(NS(=O)(=O)c2ccc(N3Cc4ccccc4C3=O)cc2)c1C	15	2.7	14	-4	-20	8	6	-1
COc1cc(Br)cc(Br)c1OCC(=O)N/N=C/c1c(C)n(C)n(-c2ccccc2)c1=O	-2	1.1	1	3	7	11	5	-4
CCOc1ccccc1N(CC(=O)N1CCCCCC1)S(=O)(=O)c1ccc(C)cc1	33	1.8	23	6	-20	32	19	-3

2 entries picked at random from those above:
SMILES	tim23-1 inh	UPR CHOP act	TIM10 inh	Mdm2 MdmX PPI	697 NFkB inh	tim10-1 inh	Jurkat NFkB inh	XBP1 UPR activ
CCCc1ccc(-c2cc(N)n[nH]2)cc1	11	-1.0	14	-7	12	21	-20	1
CC(=O)NCCNC(=O)CNC(=O)c1ccc(Cl)cc1	-7	-0.5	-8	13	-5	5	-5	-2

The list goes on.
SMILES	tim23-1 inh	UPR CHOP act	TIM10 inh	Mdm2 MdmX PPI	697 NFkB inh	tim10-1 inh	Jurkat NFkB inh	XBP1 UPR activ
Oc1ccc(/C=N/n2c(COc3ccccc3)n[nH]c2=S)cc1O	-21	0.5	-11	-1	-6	14	-11	-1
CC(C)CCC1(CCNC(C)c2cccs2)CCOC(C)(C)C1 (centres undefined)	21	0.1	-3	28	-8	-1	-27	1
CCN1CCN(Cc2ccc(NC(=O)c3cc(NC(=O)c4cnnc5ccccc45)cc(OC)c3)cc2C(F)(F)F)CC1	21	0.4	7	52*	-37	-1	-3	7
CCNc1nc(NC(C)C)nc(N(C#N)Cc2ccccc2)n1	23	-0.9	7	-3	5	12	8	5
CC1CCCCN1S(=O)(=O)c1ccc(C(=O)N2CCOCC2)cc1 (centres undefined)	15	-1.4	-13	0	7	8	-17	-3
CCCc1nnc(SCC(=O)N2CCCC2)n1Cc1ccco1	3	0.0	-5	-4	-16	-16	3	4
O=C(Nc1ccccn1)c1ccc(Cl)c(S(=O)(=O)N2CCCCCC2)c1	20	3.5	12	-34	-41	21	-55	-1
Cc1cc(OCC(=O)Nc2cccnc2)c2c(C)cc(=O)oc2c1	13	-0.5	17	-1	15	-6	4	-4
Nn1c(SCc2cccc(Cl)c2)nnc1-c1ccncc1	6	-0.8	3	17	11	26	-11	0
Cc1cccc(NC(=S)NC(=O)c2ccc(Br)o2)c1C	-1	3.3	-2	25	10	-4	4	5
COCCOC(=O)C1=C(C)OC(N)=C(C#N)C1c1cc2cccc(C)c2nc1Cl (centres undefined)	44	-0.2	29	-3	9	35	3	0
COc1ccc(-c2c(C)nn3c(C)cc(C)nc23)cc1	30	-1.8	3	9	-5	10	4	-3
N#Cc1c(-c2ccccc2)nc(-c2ccccc2)nc1N1CCOCC1	-8	-1.8	-7	30	9	8	7	9
CCCn1c(NC(=O)CCNC(=O)c2ccccc2Cl)nc2ccccc21	7	0.6	-5	6	-2	4	-1	-1
NNc1nc2ccc(F)cc2s1	20	0.9	5	-26	-74	13	-56	-1
CC1CC(NC2=NCCS2)CC(C)(C)C1 (centres undefined)	-8	-0.1	-4	6	8	-8	-2	0
O=C(NCc1cccc(Cl)c1)C1CCCO1 (centres undefined)	-5	-1.2	-4	-10	8	8	-6	0
NNC(=O)C1=NOC(CNc2ncc(C(F)(F)F)cc2Cl)C1 (centres undefined)	27	0.3	18	8	-8	36	-5	1
COc1cc(/C=C2\SC(=S)N(CCCCC(=O)O)C2=O)ccc1OS(=O)(=O)c1ccc(C)cc1	40	-1.6	10	19	32	33	9	-4
O=C(c1ccco1)N1CCN(C(=O)C2CC(c3ccc(F)cc3)=NO2)CC1 (centres undefined)	-2	-2.1	-2	10	7	-20	2	-1
O=C(NNS(=O)(=O)c1ccccc1)c1cc2cc3ccccc3nc2s1	3	1.1	-21	6	-23	4	-26	-1
COC(=O)[C@]1(CC(C)C)N[C@H](c2ccc(-c3ccccc3)cc2)[C@@H]2C(=O)N(C)C(=O)[C@@H]21	12	-0.6	6	9	2	11	0	0

From PubChem
